Screens: PubChem BioAssay, Broad Institute
ERp5 block: inhibitors of ERp5-driven insulin aggregation, primary screen, biochemical, turbidity, absorbance 650 nm, single point; inhibition, % at 9.99 µM; hit rate 0.05% among 350,000; 90 min;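 active means mean replicate inhibition above about 25%, with every replicate also reaching it, limit read from the data, passing the limit was not always enough; inconclusive means only one of those two criteria met; inactive means neither criterion met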
Target sequence (Q15084 whole entry, looked up): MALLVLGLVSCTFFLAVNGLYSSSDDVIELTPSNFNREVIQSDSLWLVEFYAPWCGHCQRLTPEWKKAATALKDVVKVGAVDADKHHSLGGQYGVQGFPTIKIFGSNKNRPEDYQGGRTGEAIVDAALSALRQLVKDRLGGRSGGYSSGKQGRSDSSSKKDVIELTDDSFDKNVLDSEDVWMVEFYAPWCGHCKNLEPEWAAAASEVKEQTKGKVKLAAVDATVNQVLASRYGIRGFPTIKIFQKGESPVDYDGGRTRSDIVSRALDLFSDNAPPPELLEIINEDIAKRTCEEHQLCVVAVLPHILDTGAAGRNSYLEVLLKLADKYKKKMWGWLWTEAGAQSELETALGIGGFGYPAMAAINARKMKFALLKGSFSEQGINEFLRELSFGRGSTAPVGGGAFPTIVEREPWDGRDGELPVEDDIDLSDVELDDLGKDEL
miR122 inh: miR-122 Renilla sensor signal increase in Huh7, primary screen, miR-122 inhibitor project, cell-based, single point, plate reader; AID 602342, 2012; Huh7 miR-122 Renilla luciferase sensor, 48 h; neutral wells = 0, positive control = 100; hit rate 0.3% among 340,000; activation (reporter increase), % at 12.5 µM;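 active means mean replicate activation score at least 90 and every replicate individually at or above 90; inconclusive means only one of the two criteria met; inactive means neither criterion met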;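 further: higher luciferase means less miR-122 activity so hits act as miR-122 inhibitors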
C2C12 statin: suppressors of statin myotoxicity in C2C12 myotubes, primary screen, cell-based, single point, plate reader. hit rate 0.78% among 330,000. AID 602340, 2012. C2C12 myotubes + simvastatin, ATP luminescence, 48 h; scaled: DMSO 0, geranylgeraniol control 100. rescue of ATP level, % at 7.49 µM;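 active means mean ATP rescue above about 67%, or every replicate alone reaching that limit, limit read from the data, passing the limit was not always enough; inconclusive means no clear call, values can overlap the other calls; inactive means mean under the limit and some replicate under it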;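 further: myotubes were challenged with 10 µM simvastatin during compound exposure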
esBAF inh: Bmi1 luciferase reporter increase in mESCs, primary screen, esBAF inhibitor project, mouse ES cells, Bmi1 luciferase knock-in, single point. 24 h; 100% = twice the neutral-well signal. AID 602393, 2012. hit rate 2% among 350,000. reporter increase, % at 12.5 µM; in the data active means activation above about 40%; inconclusive means no clear call, values can overlap the other calls;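 further: 0% = median of the plate's neutral control wells and 100% = double that signal; a rise in the Bmi1 reporter signal indicates esBAF inhibition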
ARNT TACC3 PPI: disruptors of ARNT/TACC3 protein interaction, primary screen, biochemical, AlphaScreen, single concentration | Transforming acidic coiled-coil-containing protein 3 (Homo sapiens), Q9Y6A5 | hit rate 0.66% among 390,000 | AID 623870, 2012 | AlphaScreen His-ARNT PAS-B/GST-TACC3 binding, luminescence; TACC3 fragment carries E629A point mutation | inhibition, % at 9.99 µM;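 active means mean inhibition of replicates at least 50% and at least half of replicates each reaching 50%; inconclusive means half or more replicates reach 50% but mean below 50%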;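 further: 0% = complete ARNT plus TACC3 wells and 100% = ARNT alone without TACC3; many hits fall short of the cut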
SIRT5 block: SIRT5 desuccinylase inhibitors, primary screen, biochemical, fluorescence imaging, single point, set 5 | Purified SirT5, succinyl-peptide AMC, trypsin-coupled fluorescence | hit rate 1.1% among 330,000 | inhibition, % at 15 µM | NAD-dependent protein deacylase sirtuin-5, mitochondrial (Homo sapiens), Q9NXA8; in the data active means inhibition above about 15%; inconclusive means no clear call, values can overlap the other calls
Target sequence (Q9NXA8 whole entry, looked up): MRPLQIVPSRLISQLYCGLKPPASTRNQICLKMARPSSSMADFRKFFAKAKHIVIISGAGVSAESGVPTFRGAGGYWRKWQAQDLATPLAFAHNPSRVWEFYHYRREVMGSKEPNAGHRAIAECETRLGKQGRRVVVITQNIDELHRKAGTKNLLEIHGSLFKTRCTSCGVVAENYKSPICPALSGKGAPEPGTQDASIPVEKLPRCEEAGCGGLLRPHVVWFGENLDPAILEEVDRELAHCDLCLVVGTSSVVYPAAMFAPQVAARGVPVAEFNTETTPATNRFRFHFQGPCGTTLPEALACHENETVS
Cneo AK release: Cryptococcus neoformans cell lysis inducers, primary screen, AK release luminescence, single concentration | C. neoformans lysis, adenylate kinase release luminescence, 4 h; normalised: neutral wells 0, clomiphene wells 100 | lysis activity, % at 15 µM | hit rate 0.2% among 360,000 | AID 651654, 2012;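 active means mean lysis activity across replicates of at least 80%, whatever share of replicates individually reach that level; inactive means mean lysis activity below 80%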
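read-out = cell lysis signal | test system = log-phase Cryptococcus neoformans yeast cells | input = cells at 5 × 10^6 per mL | medium = fresh YPD growth medium | signal = luminescent adenylate kinase detection reagent | timing = 4 h at 37 °C static, read 1 h later | dosing = single dose | controls = Clomiphene as positive lysis control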
Starred values were filed as active, the others as inactive; ? = inconclusive; · = no result given; [ ] = remark or other dose.

Each structure is followed by: ERp5 block	miR122 inh	C2C12 statin	esBAF inh	ARNT TACC3 PPI	SIRT5 block	Cneo AK release
> Cc1cccc(NC(=O)CSCC(=O)N=c2sccn2C)c1
→ 6	2	10	·	1	2	-2
> CCCCNC(=S)NNC(=O)c1csc(CC)c1
→ ·	5	-1	19	-6	·	-3
> C[C@H]1CN([C@@H](C)CO)C(=O)c2cc(NS(=O)(=O)c3cn(C)cn3)ccc2O[C@H]1CN(C)Cc1ccccc1
→ -2	-2[16.7 µM]	-15	2	-6	-1	-2
> C/C(=N\NS(=O)(=O)c1ccccc1)c1ccccc1
→ -1	8	10	1	-2	-2	·
> C[C@@H]1CN([C@@H](C)CO)C(=O)Cc2cc(NC(=O)Nc3ccccc3)ccc2O[C@H]1CN(C)C(=O)NC1CCCCC1
→ -1	-1[16.7 µM]	5	-10	-28	2	55
> COc1ccc(S(=O)(=O)NCCSC(C)(C)C)cc1Cl
→ ·	37	?	3	6	·	-2
> CNC[C@@H]1Oc2ccc(NC(=O)Nc3ccc(C(F)(F)F)cc3)cc2CC(=O)N([C@H](C)CO)C[C@@H]1C
→ -4	-1[16.7 µM]	15	0	4	0	6
> Cc1ccc2c(c1)C=CC(C)N2C(=O)c1ccccc1 (stereo unspecified)
→ ·	3	51	-1	-7	·	2
> C[C@@H]1CN([C@@H](C)CO)C(=O)c2cc(N(C)C)ccc2O[C@@H]1CN(C)C(=O)Nc1cccc2ccccc12
→ 4	-7[16.7 µM]	40	-2	6	-2	-1
> COC(=O)CSc1nc(-c2ccccc2)cc(-c2ccco2)c1C#N
→ ·	1	-6	-3	-4	·	-2
> CCOc1ccccc1C(=O)N1CCN=C1SC
→ ·	0	·	·	-1	·	2
> CCOC(=O)C1=C(C)Nc2nnnn2C1c1ccc(OC)c(Br)c1 (stereo unspecified)
→ 1	-13	11	3	-1	0	6
> CCOc1ccccc1C1N(c2ccc(F)cc2)C(=O)C2CCCN21 (stereo unspecified)
→ ·	3	2	2	2	·	2
> COCC(=O)N1[C@H](C#N)[C@@H](c2ccc(-c3cccc(F)c3)cc2)[C@@H]1CO
→ 0	·	6	-1	-4	-1	58
> CNCCCOc1cccc(Oc2ccccc2)c1
→ -4	·	·	·	0	2	·
> CC(=O)c1cccc(NS(=O)(=O)c2ccc(N/C=C\C(=O)c3ccc(F)cc3)cc2)c1
→ ·	2	·	·	-2	·	2
> Cc1cc(C)nc(N2CCCC(C(=O)NCCc3cccc(F)c3)C2)n1 (stereo unspecified)
→ -4	0	·	·	6	4	·
> CC(C)Oc1ccc(C2CC(=O)NC2=O)cc1 (stereo unspecified)
→ 5	-10	11	-3	-6	-4	1
> O=C(Nc1ccccc1O)c1cccc(NC(=O)c2ccco2)c1
→ 0	·	-10	-1	6	-3	-1
> CC(C)c1ccccc1OCC(=O)Nc1ccccc1C(=O)N1CCOCC1
→ 0	-5	·	·	-10	0	1
> Cc1ccc(Cn2ncc(C)c2N)o1
→ 1	·	·	·	19	3	·
> COc1ccc(N2CCN(c3nc4c(C)cccn4c(=O)c3/C=C(\C#N)C(N)=O)CC2)cc1
→ 5	-2	28	-1	13	-6	-1
> COCC#Cc1cnc2c(c1)C(=O)N([C@@H](C)CO)C[C@H](C)[C@H](CN(C)C(=O)Nc1ccccc1F)O2
→ 2	0[16.7 µM]	3	-3	-5	-7	0
> CCC(Sc1nnnn1-c1ccccc1)C(=O)Nc1nc2ccccc2s1 (stereo unspecified)
→ ·	·	10	9	7	·	9
> Cc1nnc(NCc2ccncc2)c2ccccc12
→ ·	-1	1	-2	3	·	1
> Cc1ccc2oc(C(=O)N3CCN(CC(=O)NC(C)C)CC3)c(C)c2c1
→ 2	-12	3	-1	-36	7	0
> O=C(CSc1nnc2sc3ccccc3n12)NCc1ccc2c(c1)OCO2
→ 4	-5	-1	-4	-2	-3	1
> Cc1cc(C)n(CCCNC(=O)c2ccc(C)c(S(=O)(=O)N3CCOCC3)c2)n1
→ -4	·	·	·	-1	0	·
> Cc1ccc(-c2nc3ncccc3o2)cc1NC(=O)c1ccccc1
→ -5	·	·	·	-2	-4	·
> CCC(=O)c1cn(CC(=O)Nc2ccccc2F)c2ccccc12
→ -3	-5	5	0	-11	1	6
> C[C@@H]1CN([C@H](C)CO)C(=O)c2cccc(N(C)C)c2O[C@H]1CN(C)Cc1ccc(C(=O)O)cc1
→ 5	-4[16.7 µM]	-21	-5	2	5	-2
> Cc1ccc(C)c(OCc2cc(C(=O)N3C[C@@H](C)O[C@@H](C)C3)no2)c1
→ 3	-1	-5	76*	-4	-6	-2
> CC(NC(=O)COC(=O)C1CCCCC1)c1ccccc1 (stereo unspecified)
→ 4	-8	10	5	-4	·	0
> COc1ccc(NC(=O)N(C)C[C@@H]2OCCCC[C@H](C)Oc3ccc(NC(=O)Nc4ccc5c(c4)OCO5)cc3C(=O)N([C@H](C)CO)C[C@@H]2C)cc1
→ 1	-10[16.7 µM]	18	1	-5	13	92*
> N#Cc1ccc(NC(=O)Nc2ccc(Cl)cc2)cc1
→ ·	-3	-43	-1	-4	·	-4
> COc1ccc(N2CCN(CCCNC(=O)CCC(=O)N3CCOc4ccc(Cl)cc43)CC2)cc1
→ 1	-2	16	3	11	0	1
> COc1cc(C)ccc1OCC(=O)Nc1ccccc1N1CCOCC1
→ 1	·	1	-1	·	-3	-5
> O=C(NCc1cccs1)NC1CCCCC1
→ ·	0	·	21	2	·	2
> CCc1nnc(NC(=O)CSc2nc3ccccc3s2)s1
→ ·	10	·	-7	-3	·	1
> CC(=O)N1CCN(S(=O)(=O)c2cccc(C(=O)NNC(=O)c3ccc(Br)cc3)c2)CC1
→ -5	-3	4	-4	1	1	-1
> O=C1CCCC2=C1C(c1ccc(Cl)cc1)C1C(=O)c3ccccc3C1=N2 (stereo unspecified)
→ ·	9	21	-17	4	·	2
> CCOc1ccc(NC(=O)COc2ccc(C(=O)NC(C)c3ccc(S(N)(=O)=O)cc3)cc2OC)cc1 (stereo unspecified)
→ 6	-2	6	3	·	-2	-1
> Cc1noc(C)c1NC(=O)N(C)C[C@H]1Oc2cc(C#CCC(C)C)ccc2S(=O)(=O)N([C@@H](C)CO)C[C@H]1C
→ 1	54[16.7 µM]	17	5	0	-7	0
> Cc1ccc(Nc2nnc(SCc3ccccc3)s2)cc1
→ ·	3	-14	?	-8	·	5
> COc1ccc(C(CC(=O)Nc2ncccc2C)N2Cc3ccccc3C2=O)cc1OC (stereo unspecified)
→ 4	37	2	-5	-10	-3	1
> C[C@H]1CN([C@@H](C)CO)C(=O)Cc2cc(NC(=O)NC3CCCCC3)ccc2O[C@@H]1CN(C)S(=O)(=O)c1ccc(Cl)cc1
→ -6	1[16.7 µM]	2	-3	-3	-5	-1
> C#CCOCCOCCOCCNc1nc(N2CCN(C(=O)CCCCCCCCCCNC(=O)[C@H]([C@@H](C)CC)n3cc(CCCCCN)nn3)CC2)nc(N2CCN(C(=O)CCCCCCCCCCNC(=O)[C@H](CO)n3cc(CCCCCN)nn3)CC2)n1
→ ·	·	-38	-9	21	·	6
> O=C(COc1ccc(Cl)cc1)NN=C1CCCCCCC1
→ 8	-7	4	-4	-15	-1	3
> COc1cccc(OC)c1C(=O)NC(=S)Nc1ccc2oc(=O)ccc2c1
→ 1	-6	·	·	-5	4	-1
> COc1ccc(/C=C(\C#N)C(=O)c2cccn2C)cc1
→ 2	10	21	4	-2	-6	-1
> CC(C)c1ccc(OCC(=O)Nc2c3c(nn2C(C)(C)C)CS(=O)(=O)C3)cc1
→ 6	·	·	·	-2	2	3
> Cc1cccc(N2CCN(C(=O)NC3CCCCC3)CC2C)c1 (stereo unspecified)
→ 2	5	2	5	-4	1	1
> C[C@H]1CN([C@@H](C)CO)C(=O)c2cccc(NS(=O)(=O)c3cccs3)c2O[C@@H]1CN(C)C(=O)Nc1ccc(F)cc1
→ 0	11[16.7 µM]	-20	0	-6	-5	-15
> O=C1NC(=O)C(Cc2cccc(Oc3ccccc3)c2)S1 (stereo unspecified)
→ 6	·	23	4	-2	0	0
> C[C@H](CO)N1C[C@H](C)[C@@H](CN(C)Cc2ccc3c(c2)OCO3)Oc2ncc(C#CCN(C)C)cc2C1=O
→ -4	0[16.7 µM]	2	2	-1	9	0
> COc1ccc(NC(=O)N(C)C[C@H]2OCCCC[C@H](C)Oc3ccc(NS(=O)(=O)c4cccs4)cc3C(=O)N([C@@H](C)CO)C[C@H]2C)cc1
→ 1	0[16.7 µM]	·	-3	·	-3	0
> COc1ccc(NC(=O)N(C)C[C@H]2OCCCC[C@H](C)Oc3ccc(NS(=O)(=O)c4c(C)noc4C)cc3C(=O)N([C@@H](C)CO)C[C@@H]2C)cc1
→ ·	-2[16.7 µM]	-63	6	1	·	4
> CC(C)NC(=O)N1C[C@H]2[C@@H](c3ccccc31)[C@H](CO)N2C(=O)NC(C)C
→ 0	13[16.7 µM]	1	-7	8	8	5
> O=C(Nc1ccncc1)c1cncc(Br)c1
→ ·	-2	5	-1	2	·	2
> CN(Cc1ccccc1C#N)S(=O)(=O)c1cccs1
→ 0	-6	6	2	-3	-1	4

Next part.
Each structure is followed by: ERp5 block	miR122 inh	C2C12 statin	esBAF inh	ARNT TACC3 PPI	SIRT5 block	Cneo AK release
> CCc1cc(C(=O)NNC(=S)NCc2ccccc2)cs1
→ ·	-5	4	14	-6	·	2
> CCCC(=O)Nc1ccc2c(c1)C(=O)N(C)[C@H]1CC[C@@H](CC(=O)NCCOC)O[C@@H]1CO2
→ ·	40[16.7 µM]	7	-1	-11	·	55
> CCC(=O)c1cc(F)c(N2CCN(S(=O)(=O)c3ccccc3)CC2)cc1C
→ ·	-1	9	-15	-1	·	9
> CN(C)C(=O)c1ccc(-c2cccc(-c3nc(C(=O)NC4CCCCC4)cc4c3[C@@H](CCO)N([S@](=O)C(C)(C)C)C4)c2)cc1
→ -5	·	2	8	10	3	19
> O=C(CCc1ccccc1)NNC(=O)Cc1ccc(Cl)cc1
→ -3	·	·	·	-3	-3	·
> O=C(Nc1ccccc1)C1CC(=O)N(C2CCCCC2)C1 (stereo unspecified)
→ ·	0	-7	8	5	·	-6
> Cc1ccc(NC(=O)COC(=O)C2CC(=O)N(Cc3ccccc3)C2)cc1F (stereo unspecified)
→ 7	·	·	·	-3	1	·
> CC1CCCCN1C(=O)c1c(Cl)cnn1C (stereo unspecified)
→ 0	-4	-4	-12	-4	-2	0
> Cc1noc(C)c1NC(=O)Nc1ccc2c(c1)C(=O)N([C@@H](C)CO)C[C@H](C)[C@@H](CN(C)CC1CCCCC1)OCCCC[C@H](C)O2
→ 1	0[16.7 µM]	·	0	-2	0	2
> O=C(NCCCn1ccnc1)c1cc2ccccc2o1
→ 3	2	-14	-6	2	2	1
> CCOC(=O)[C@@H]1[C@H]2COc3cc(OC)ccc3[C@H]2N2C(=O)N(c3cccc(C)c3)C(=O)[C@]12C
→ -2	0	0	3	-5	·	0

Nothing new here: an excerpt of the list.
Each structure is followed by: ERp5 block	miR122 inh	C2C12 statin	esBAF inh	ARNT TACC3 PPI	SIRT5 block	Cneo AK release
> Cc1noc(C)c1NC(=O)Nc1ccc2c(c1)C(=O)N([C@@H](C)CO)C[C@H](C)[C@@H](CN(C)CC1CCCCC1)OCCCC[C@H](C)O2
→ 1	0[16.7 µM]	·	0	-2	0	2
> O=C(NCCCn1ccnc1)c1cc2ccccc2o1
→ 3	2	-14	-6	2	2	1
> CCOC(=O)[C@@H]1[C@H]2COc3cc(OC)ccc3[C@H]2N2C(=O)N(c3cccc(C)c3)C(=O)[C@]12C
→ -2	0	0	3	-5	·	0
